Assay outcomes: PubChem BioAssay, The Scripps Research Institute Molecular Screening Center
HCV core inhibition: blockers of core106 self-association – biochemical, TR-FRET, triplicate, confirmation (AID 2152) | TR-FRET GST-/Flag-core106 dimerization, HTRF; stronger effect = higher value | hit rate 1% among 2,300 | inhibition, % at 5 µM;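 active means mean inhibition over three replicate wells above the hit threshold derived in the earlier primary screen, cut at about 45% in these data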;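 further: 0% = DMSO wells and 100% = unlabelled core106 competitor control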
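Test system: GST- and Flag-tagged HCV core106 peptides, dimerization via antibody TR-FRET | Medium: HEPES/KF buffer, pH 7.45 | Also added: Eu(K)-anti-GST plus XL665-anti-FLAG antibodies | Times: 4 h incubation, 22.5 °C | Signal: TR-FRET, excitation 340 nm, emission 671 and 617 nm | Evaluation: Percent inhibition from emission ratio | Replication: Triplicate wells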
Active calls of the source: *.

no.	molecule	HCV core inhibition
1	O=C(Nc1ccc(Cl)cc1)[C@@H]1[C@@H]2C(=O)N(c3ccc4ccccc4c3)C(=O)[C@@H]2[C@H]2C=CC=NN21	7
2	O=C(/C=C/c1cccs1)N1CCC2(CC1)Oc1ccc(Cl)cc1C(=O)C21CC(c2ccc(Cl)cc2)=NO1 (centres undefined)	3
3	Cn1ccnc1SCC(=O)Nc1sccc1C#N	1
4	COc1ccc(CCn2c(-c3ccco3)nc3nc4ccccc4nc32)cc1	-2
5	COc1cc(/C=N/NC(=O)c2cc(-c3ccco3)nc3ccccc23)cc(OC)c1O	12
6	Cc1ccc(/C=C2/SC(=S)N(CC(=O)Nc3ncc(Cc4ccc(C)cc4)s3)C2=O)cc1	-4
7	O=[N+]([O-])c1ccc(/C([O-])=C(/C(=S)NCc2ccco2)[n+]2ccccc2)cc1	0
8	COc1cc(OC)c(NC(=O)CN(C)S(=O)(=O)c2ccc(-c3ccc(=O)[nH]n3)s2)cc1Cl	0
9	NC(=S)N/N=C/c1ccc(-c2cc(Cl)ccc2Cl)o1	-3
10	CN(c1ccccc1)c1ccc(/C=c2\s/c(=C(/C#N)C(=O)C(C)(C)C)n(Cc3ccco3)c2=O)cc1	-18
11	Cc1cc(C)c2oc(-c3ccc(C)c(NC(=S)NC(=O)/C=C/c4ccco4)c3)nc2c1	1
12	CC(C)c1ccc(NC(=O)COc2nnc(-c3cccs3)c(-c3cccs3)n2)cc1	-3
13	N#CCC(=O)N/N=C/c1ccc(Sc2nc3ccccc3s2)o1	-10
14	O=C(NC1CCCc2ccccc21)c1cccc(S(=O)(=O)N2CCN(c3ccccc3)CC2)c1 (centres undefined)	-6
15	Cc1cccc(OCCCC(=O)Nc2ccc(S(=O)(=O)Nc3ncccn3)cc2)c1C	0
16	Cc1cc(C(=O)COC(=O)CC2Sc3ccccc3NC2=O)c(C)n1-c1cccc(C(F)(F)F)c1 (centres undefined)	-6
17	O=C1N[C@@H](Cc2cn(S(=O)(=O)c3c(F)c(F)c(F)c(F)c3F)c3ccccc23)C(=O)N[C@H]1Cc1ccccc1	-4
18	COc1ccc(CN(CCC(c2ccccc2)c2ccco2)C(=O)c2ccco2)cc1 (centres undefined)	-2
19	COc1ccc(/C=N/Nc2ccccc2)cc1Cn1nc(C)c([N+](=O)[O-])c1C	-7
20	Cc1nc2ccc(NC(=O)c3ccc(Cl)c(NC(=O)c4cccs4)c3)cc2s1	-7
21	COc1ccc(S(=O)(=O)N2CCC(c3cc(-c4cccc5ccccc45)n[nH]3)CC2)cc1	-3
22	Cc1ccc(NC(=O)CN2C(=O)N/C(=C/c3ccco3)C2=O)cc1	-5
23	CCOC(=O)c1c(-c2ccc(-c3ccccc3)cc2)csc1NC(=O)C1C2CCC(O2)C1C(=O)O (centres undefined)	12
24	CC(=O)c1sc2nc(CSc3nnnn3-c3ccccc3)[nH]c(=O)c2c1C	38
25	CC(NC(=O)CN1c2cccc3cccc(c23)S1(=O)=O)c1ccc(S(N)(=O)=O)cc1 (centres undefined)	17

In the list so far, two contain fluorine.
no.	molecule	HCV core inhibition
16	Cc1cc(C(=O)COC(=O)CC2Sc3ccccc3NC2=O)c(C)n1-c1cccc(C(F)(F)F)c1 (centres undefined)	-6
17	O=C1N[C@@H](Cc2cn(S(=O)(=O)c3c(F)c(F)c(F)c(F)c3F)c3ccccc23)C(=O)N[C@H]1Cc1ccccc1	-4

The listing continues.
no.	molecule	HCV core inhibition
26	N#CC1=C(N)Oc2nc[nH]c(=O)c2C1c1cccs1 (centres undefined)	-9
27	O=C(COC(=O)C1c2ccccc2Oc2ccccc21)Nc1ccc2c(c1)OCO2	-1
28	CCc1ccc(-n2c(SCc3cc(=O)n4cc(Br)ccc4n3)nc3[nH]ncc3c2=O)cc1	13
29	CCC(=O)OC1(C)C(=O)C=C2C=C(CCCC(=O)OC)OC=C2C1=O (centres undefined)	13
30	Cn1c(=O)c2ncn(CC(=O)Nc3ccc4c5c(cccc35)CC4)c2n(C)c1=O	0
31	CCOc1ccc(C2C(C(=O)C3CC3)N3C=C(C#N)C=CC3C2(C#N)C#N)cc1 (centres undefined)	4
32	O=C(c1coc(=O)c(Br)c1)N1CCCc2ccccc21	-6
33	C=CCn1c(C)cc(C(=O)COC(=O)c2ccc3c(c2)NC(=O)CS3)c1C	-1
34	N#C/C(=C(/O)CSc1nnc(Cc2cccs2)n1C1CCCCC1)c1nc2ccccc2[nH]1	9
35	C#Cc1ccc([C@H]2C=C(C(=O)OCC=C)O[C@@H](OCc3ccc(CO)cc3)C2)cc1	6
36	Cc1ccc(-c2cc(C(=O)NCc3ccco3)c3ccccc3n2)o1	7
37	C/C=C\C=C\C(=O)N1CC2(CC(c3cccc(NC(=O)COc4ccc(Cl)cc4)c3)=NO2)C[C@H]1C(N)=O (some centres undefined)	-4
38	Cc1cc(SCc2ccccc2Cl)nc(=O)[nH]1	-3
39	CC(=O)c1ccc(NC(=O)CN2C(=O)/C(=C/C=C/c3ccccc3)SC2=S)cc1	-5
40	CC1CCc2c(sc(NC(=O)c3ccc(Cn4cc([N+](=O)[O-])cn4)o3)c2C#N)C1 (centres undefined)	1

An excerpt of these results, with each value named.
30. Cn1c(=O)c2ncn(CC(=O)Nc3ccc4c5c(cccc35)CC4)c2n(C)c1=O
  HCV core inhibition: 0
29. CCC(=O)OC1(C)C(=O)C=C2C=C(CCCC(=O)OC)OC=C2C1=O (centres undefined)
  HCV core inhibition: 13
36. Cc1ccc(-c2cc(C(=O)NCc3ccco3)c3ccccc3n2)o1
  HCV core inhibition: 7
40. CC1CCc2c(sc(NC(=O)c3ccc(Cn4cc([N+](=O)[O-])cn4)o3)c2C#N)C1 (centres undefined)
  HCV core inhibition: 1

Gathered by group: those above containing a nitro group on carbon.
no.	molecule	HCV core inhibition
7	O=[N+]([O-])c1ccc(/C([O-])=C(/C(=S)NCc2ccco2)[n+]2ccccc2)cc1	0
19	COc1ccc(/C=N/Nc2ccccc2)cc1Cn1nc(C)c([N+](=O)[O-])c1C	-7
40	CC1CCc2c(sc(NC(=O)c3ccc(Cn4cc([N+](=O)[O-])cn4)o3)c2C#N)C1 (centres undefined)	1

Down the list, as entered above:
HCV core inhibition, entries 7 to 17: 0, 0, -3, -18, 1, -3, -10, -6, 0, -6, -4

These rows are one share of the data; rates above refer to the full screens.
